M5 ag = agonists of human muscarinic M5 receptor (CHRM5); CHO-K1 hM5 cells, Fluo-8 calcium fluorescence; 0% DMSO wells, 100% maximal acetylcholine response; 0.19% of 360,000 active; activation, % at 3 µM; P08912; AID 624037;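 active = activation above the run's mean over test compounds plus 3 SD, cut at about 23% in these data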;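 note: signal is peak over basal fluorescence ratio across the kinetic read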
Target sequence (P08912 whole entry, looked up): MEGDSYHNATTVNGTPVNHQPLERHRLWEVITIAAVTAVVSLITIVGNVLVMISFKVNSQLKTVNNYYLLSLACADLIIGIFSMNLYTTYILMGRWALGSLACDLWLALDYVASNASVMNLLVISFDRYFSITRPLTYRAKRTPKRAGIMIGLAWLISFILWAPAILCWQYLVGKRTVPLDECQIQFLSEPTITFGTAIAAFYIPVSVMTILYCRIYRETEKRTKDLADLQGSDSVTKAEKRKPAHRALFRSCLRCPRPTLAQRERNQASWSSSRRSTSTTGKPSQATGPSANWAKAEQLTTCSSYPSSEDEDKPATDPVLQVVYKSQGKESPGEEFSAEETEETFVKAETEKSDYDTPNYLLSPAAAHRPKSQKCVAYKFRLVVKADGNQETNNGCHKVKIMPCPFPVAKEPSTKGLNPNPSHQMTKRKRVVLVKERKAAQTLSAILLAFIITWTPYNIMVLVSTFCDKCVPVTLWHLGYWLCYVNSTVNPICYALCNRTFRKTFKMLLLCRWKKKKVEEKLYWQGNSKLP
CHRM1 agonist = activates human CHRM1 receptor; CHO-K1 hM1, Fluo-8 calcium fluorescence, agonist mode; 0% DMSO, 100% acetylcholine EC100; activation, % at 3 µM; 0.33% of 360,000 active; AID 588814; P11229;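 active = activation above the run's mean compound activation plus 3 SD, cut at about 16% in these data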;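 note: peak over basal fluorescence ratio within a 140 s kinetic read after compound addition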
CHRM1 PAM = potentiates human M1 receptor response to acetylcholine. 0.088% of 360,000 active. activation, % at 3 µM. CHO-K1 hM1, Fluo-8 calcium fluorescence, ACh EC20; 0% = ACh EC20, 100% = maximal ACh. P11229; in the data active = activation above about 19%, passing the limit was not always enough
M1 antag = antagonists of human M1 muscarinic receptor; P11229; CHO-K1 hM1, Fluo-8 calcium fluorescence, ACh EC80 antagonist; inhibition, % at 3 µM; 1.3% of 360,000 active;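 active = percent inhibition above its own plate's cutoff, namely the mean of that plate's compound wells plus 3 SD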;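 note: peak over basal fluorescence ratio during 140 s after agonist addition; 0% = ACh EC80 plus DMSO and 100% = DMSO alone without agonist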
M5 antag = antagonists of human muscarinic M5 receptor (CHRM5); CHO-hM5 cells, Fluo-8 calcium fluorescence, ACh EC80; inhibition, % at 3 µM; 0.59% of 360,000 active; AID 624040;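 active = inhibition above a per-plate cutoff, the mean of that plate's test compounds plus 3 SD, cut at about 27% in these data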;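 note: 0% = acetylcholine EC80 with DMSO and 100% = DMSO without agonist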
CHRM5 PAM = positive allosteric modulators of human muscarinic M5 receptor | CHO-K1 hM5, Fluo-8 calcium, ACh EC20 PAM; 0% = ACh EC20, 100% = ACh EC100 | activation, % at 3 µM | 0.3% of 360,000 active | AID 624038;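 active = activation above the run cutoff, the mean activation of all test compounds plus 3 SD, cut at about 18% in these data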
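Assay system: CHO-K1 hM5 cells / Incubation: Fluo-8 loading 80 min at 37 °C plus 30 min room temperature / Technique: Fluo-8 calcium dye fluorescence, kinetic read / Repeats: single replicate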
M4 ag = agonists of human muscarinic M4 receptor (CHRM4); P08173; CHO-K1 hM4/Gqi5, Fluo-8 calcium fluorescence; vehicle 0%, full acetylcholine response 100%; activation, % at 3 µM; 0.14% of 360,000 active;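 active = activation above the run mean over all test wells plus 3 SD, cut at about 32% in these data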;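 note: peak over basal fluorescence ratio per well then scaled between controls; 0% = DMSO wells and 100% = acetylcholine at EC100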
Target sequence (P08173 whole entry, looked up): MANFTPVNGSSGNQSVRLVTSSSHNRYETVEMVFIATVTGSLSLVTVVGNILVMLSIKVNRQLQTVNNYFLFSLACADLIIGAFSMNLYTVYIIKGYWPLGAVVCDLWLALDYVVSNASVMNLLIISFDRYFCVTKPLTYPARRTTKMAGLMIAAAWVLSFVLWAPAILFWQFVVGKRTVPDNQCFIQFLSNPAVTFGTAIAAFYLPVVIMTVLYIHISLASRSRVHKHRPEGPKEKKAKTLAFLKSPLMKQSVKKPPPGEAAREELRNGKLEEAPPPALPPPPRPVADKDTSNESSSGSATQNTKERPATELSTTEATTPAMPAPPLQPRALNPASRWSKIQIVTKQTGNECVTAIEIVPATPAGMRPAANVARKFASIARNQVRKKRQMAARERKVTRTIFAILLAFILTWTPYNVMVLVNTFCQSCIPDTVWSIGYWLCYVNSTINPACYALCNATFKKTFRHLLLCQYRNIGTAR
TAAR1 agonist = agonists of human TAAR1. Q96RJ0. activation, % at 3 µM. AID 624467. 0.99% of 360,000 active. CHO RD-HGA16 TAAR1, Fluo-8 calcium fluorescence; vehicle wells 0%, saturating PEA agonist 100%;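 active = activation above the mean activation of all test compounds in the run plus 3 SD, cut at about 38% in these data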
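System: CHO RD-HGA16 cells carrying human TAAR1 plus Gα16; Incubation: 17-24 h seeding, 75 min 37 °C dye, 30 min RT; Measured by: Fluo-8 fluorescence, 5 s baseline then 140 s kinetic read; Control set: DMSO and PEA EC100; Replication: single well for each compound.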
CHRM4 antagonist = antagonists of human muscarinic M4 receptor (CHRM4) | P08173 | CHO-hM4 cells, ACh EC80, Fluo-8 calcium fluorescence | inhibition, % at 3 µM | 0.73% of 360,000 active | AID 624125;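 active = inhibition above its plate's cutoff, the mean inhibition of sample wells plus 3 SD, cut at about 27% in these data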;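 note: 0% = acetylcholine EC80 with DMSO and 100% = DMSO without agonist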
An asterisk follows results filed as active; · = not tested or not shown.

SMILES	M5 ag	CHRM1 agonist	CHRM1 PAM	M1 antag	M5 antag	CHRM5 PAM	M4 ag	TAAR1 agonist	CHRM4 antagonist
Clc1ccc(CON/C=N/c2ncnc3sccc23)cc1	0	-2	-7	15	10	-13	5	25	17
CCCOc1ccccc1C1NC(=O)NC(C)=C1C(=O)OCCOC (stereo unspecified)	-1	-3	3	-2	-4	4	-1	-1	6
N#Cc1ccc(-c2nc3cc(Cl)ccc3c(=O)n2O)cc1	0	-4	14	-6	4	-5	-1	-1	-9
O=C(N/N=C/c1ccc2c(c1)OCO2)c1ccc(Cn2cc([N+](=O)[O-])cn2)o1	-2	-5	8	-13	0	-3	3	0	-3
O=C(Nc1ccc2c(c1)oc1ccccc12)N1CCOCC1	-4	-5	3	-3	-5	0	1	16	0
O=C(NCc1cccs1)Nc1ccc2c(c1)OCO2	-4	-3	6	-8	3	5	1	6	3
CN(C)CCCN(C(=O)c1ccc(S(=O)(=O)N2CCc3ccccc3C2)cc1)c1nc2c(F)cc(F)cc2s1	-6	-6	4	-14	-1	-2	3	·	-6
O=C(O)[C@H](Cc1ccccc1)NC(=O)N1CCN(c2ccc(F)cc2)CC1	-1	-2	3	1	9	0	0	0	6
COC(=O)c1ccccc1NC(=O)c1cccnc1	1	-2	4	-1	6	-1	0	2	2
CCOC(=O)c1c(NC(C)=O)no[n+]1[O-]	1	-2	9	-14	-1	0	1	5	-6
N/C(=N\OC(=O)c1cccs1)c1cccc([N+](=O)[O-])c1	-2	-1	3	3	0	-1	1	3	3
COc1ccc(C(=O)NCC(=O)OCc2ccc(Cl)cc2Cl)cc1OC	0	-3	9	-4	10	-3	1	1	4
CCOc1ccc(Cc2onc3c2C(=O)CCC3)cc1OCC	1	-6	1	1	6	4	0	3	5
NC1=NC(=O)C2(COC(c3cccc([N+](=O)[O-])c3)OC2)S1 (stereo unspecified)	-5	-7	12	-14	6	-1	1	7	-17
Cc1cc(C(=O)NNC(=O)c2cccc(Cl)c2)no1	-3	-3	3	-6	6	0	0	3	-5

In a second layout: entries from further up.
Fields – M5 ag, CHRM1 agonist, CHRM1 PAM, M1 antag, M5 antag, CHRM5 PAM, M4 ag, TAAR1 agonist, CHRM4 antagonist
> Clc1ccc(CON/C=N/c2ncnc3sccc23)cc1
→ 0, -2, -7, 15, 10, -13, 5, 25, 17
> CCCOc1ccccc1C1NC(=O)NC(C)=C1C(=O)OCCOC (stereo unspecified)
→ -1, -3, 3, -2, -4, 4, -1, -1, 6
> N#Cc1ccc(-c2nc3cc(Cl)ccc3c(=O)n2O)cc1
→ 0, -4, 14, -6, 4, -5, -1, -1, -9
> O=C(N/N=C/c1ccc2c(c1)OCO2)c1ccc(Cn2cc([N+](=O)[O-])cn2)o1
→ -2, -5, 8, -13, 0, -3, 3, 0, -3
> O=C(Nc1ccc2c(c1)oc1ccccc12)N1CCOCC1
→ -4, -5, 3, -3, -5, 0, 1, 16, 0
> O=C(NCc1cccs1)Nc1ccc2c(c1)OCO2
→ -4, -3, 6, -8, 3, 5, 1, 6, 3
> CN(C)CCCN(C(=O)c1ccc(S(=O)(=O)N2CCc3ccccc3C2)cc1)c1nc2c(F)cc(F)cc2s1
→ -6, -6, 4, -14, -1, -2, 3, ·, -6

Other records
SMILES	M5 ag	CHRM1 agonist	CHRM1 PAM	M1 antag	M5 antag	CHRM5 PAM	M4 ag	TAAR1 agonist	CHRM4 antagonist
CCn1c(SCC(=O)c2ccc3c(c2)OCCO3)nnc1-c1ccco1	-1	-2	-1	-7	-5	0	1	5	-4
Cn1c(N)c(C(=O)COC(=O)CC(NC(N)=O)c2ccc(Cl)cc2)c(=O)n(C)c1=O (stereo unspecified)	4	-2	-3	-6	2	2	1	3	-3
CCn1cc(CN2CCC(n3nccc3NC(=O)c3cccc(F)c3)CC2)cn1	-5	-5	0	-2	5	6	1	1	-4
CC1CCCCN1S(=O)(=O)c1ccc(S(=O)(=O)N2CCCC2)cc1 (stereo unspecified)	-3	-10	6	-13	5	-1	3	3	8
NC(=O)c1ccc(NC(=O)CCc2nc3ccccc3s2)cc1	2	-2	8	0	10	-4	3	6	-2
O=C(CCC(=O)c1cccs1)NCc1ccncc1	-2	-8	8	-4	3	4	1	0	3
O=C(NCC1CCCO1)c1cccc2ccccc12 (stereo unspecified)	-1	-4	1	0	0	2	1	5	-4
Cc1cc(OCC(=O)Nc2nnc(C3CC3)s2)ccc1C(C)C	2	-4	3	-2	8	11	1	4	-1
COC(=O)c1cc(S(=O)(=O)n2nc(C)c(Br)c2C)c(Cl)cc1Cl	-4	-1	7	-13	-5	0	0	-1	-12
CC12CN(C(=O)c3ccccc3Br)CC(C)(CN(C(=O)c3ccccc3Br)C1)C2=O	2	-2	2	1	0	1	0	2	-7
CCOC(=O)N1CCC(NC(=O)c2cc3c(-c4ccccc4F)nn(C)c3s2)CC1	1	-2	1	-3	-3	-3	2	3	-13
Cc1nc2ccccn2c1C(=O)NNC(=O)Nc1ccccc1	-6	0	16	-12	13	-4	0	1	5
O=C(O)c1ccc(NC(=O)c2ccc3c(c2)C(=O)N(CC2CCCO2)C3=O)cc1 (stereo unspecified)	0	-4	7	-8	2	4	1	6	6
C=C(C)C(=O)N1CC2(CC(c3cccc(NC(=O)c4ccccc4)c3)=NO2)C[C@@H]1C(N)=O (stereo partly specified)	5	-2	5	-5	6	-4	1	7	1
COc1ccc([C@H]2CC(=O)C=C(c3ccc4ccccc4c3)C2)cc1OC	2	-5	6	2	16	-8	1	3	-6
COc1ccc(N2C(=O)CC(Sc3nc4ccccc4s3)C2=O)cc1 (stereo unspecified)	-3	-9	-6	1	21	-11	14	2	1
CCOC(=O)Nc1sc2c(c1C(=O)OCC)CCC2	-1	-5	2	-5	5	-2	-1	18	-6
COc1ccc(NS(=O)(=O)c2ccc(SC)cc2)c(OC)c1	-4	-3	-6	13	7	-6	5	6	-7
CCOC(=O)N1CCC(NC(=O)c2cc(C(=O)Nc3cccc(C(F)(F)F)c3)ccc2CO)CC1	0	-3	2	0	8	-6	4	3	4
CS(=O)(=O)c1ccc(Nc2nc(C(N)Cc3ccc(F)cc3)cs2)cc1 (stereo unspecified)	0	-2	-3	2	3	-1	3	8	-10
N#CC(C#N)=NNc1ccc(S(=O)(=O)N2CCCC2)cc1	8	1	3	-2	0	-3	3	2	-6
COc1ccccc1NC(=O)Nc1ccc2c(c1)OCCO2	-3	-4	0	4	8	-3	1	1	6
Cc1nn(Cc2cccc(Oc3ccccc3)c2)c(C)c1NC(=O)NC12CC3CC(CC(C3)C1)C2	-2	-6	6	-10	-2	-3	1	-2	2
N#Cc1cc2cc3c(cc2nc1SCC(=O)N1CCOCC1)OCO3	-2	-3	6	-12	14	-2	1	5	-7
CC(C)(O)C#Cc1ccc(CN2CCN(Cc3ccccc3)C(CCO)C2)s1 (stereo unspecified)	-2	-8	-8	14	8	-4	3	2	-17
CCC(C)(C(=O)NC1CCCCC1)N(Cc1ccco1)C(=O)c1ccc2c(c1)OCO2 (stereo unspecified)	-5	-5	5	-3	10	-5	0	-1	5
Cc1ccc(CS(=O)(=O)c2cn(CC(=O)Nc3ccon3)c3ccccc23)cc1	2	-1	3	1	6	-4	8	9	-9
C=CCn1c(SCC(=O)NCc2ccc3c(c2)OCO3)nc2scc(-c3ccccc3)c2c1=O	-6	-3	4	-8	-7	-4	1	2	-4
Cc1ccc(-n2nnc3c(=O)n(CC(N)=O)cnc32)cc1	-2	-2	5	-13	15	-6	1	-1	7
Cc1cccc(NC(=O)Nc2cc(C)on2)c1	0	-1	-6	13	-3	-2	2	11	4
Cc1oc(C(=O)Nc2ccc(O)cc2)cc1COc1ccccc1	-1	0	9	-7	-8	0	0	1	-11
COc1ccc(Br)cc1S(=O)(=O)NCCCN1CCOCC1	0	-2	11	-8	3	5	1	3	-2
Cn1ncc(Br)c1NC(=O)CSc1ccc(Cl)cc1	0	3	4	-8	6	-2	12	2	-2
COc1ccc2c(c1)C(C)=CC(C)(C)N2C(=O)Nc1ccccc1	-1	-2	5	-2	-1	-6	1	8	3
CCOCCn1ccc2c(OCC(=O)Nc3ccc(OC)c(OC)c3)cccc2c1=O	7	2	-13	8	20	-13	15	11	-4
CCn1c(=O)c2[nH]c(Cl)nc2n(CC)c1=O	0	-2	10	-11	-1	3	0	1	-4
CC[C@]12c3[nH]c4ccc(Cl)cc4c3CCN1C(=O)[C@@H](CC(=O)NCc1ccco1)C[C@@H]2C(=O)N1CCN(C(=O)C2CC2)CC1	-2	-5	19	-24	6	1	0	0	6
CCOC(=O)C1=CNS(=O)(=O)NC1CCc1ccccc1 (stereo unspecified)	0	0	13	-19	1	2	0	4	-18
CC(=O)Nc1ccc(S(=O)(=O)NC2(C(F)(F)F)C(=O)NC(C)=C2C#N)cc1 (stereo unspecified)	0	-8	1	1	-9	1	1	9	6
COc1ccc(C)cc1N(CC(=O)NCCN1CCOCC1)S(=O)(=O)c1ccccc1	1	-4	7	-12	0	-1	1	0	-10
CC(C)[C@H](NC(=O)NCCc1ccccc1)C(=O)O	-1	-4	0	-10	5	-3	1	0	11
COc1ccccc1CC(=O)Nc1ccc(S(=O)(=O)N(C)C2CCN(C)CC2)cc1	-5	-7	10	-12	8	7	1	1	1
Cn1c(SCc2cccc(C(F)(F)F)c2)nnc1-c1ccco1	-3	-5	5	-7	-5	5	1	1	-13
CCc1ccc2c(c1)NC(=O)C2(C)Cc1ccc(Cl)s1 (stereo unspecified)	-1	0	2	-10	-4	-3	-2	12	-17
COc1ccc(N2CCN(C(=O)/C=C/[C@H]3O[C@@H](n4ccc(=O)[nH]c4=O)[C@H](O)[C@@H]3O)CC2)cc1	4	1	-1	-20	7	-10	1	0	-1
NC(=O)c1ccccc1NC(=O)C(c1ccccc1)c1ccccc1	6	-1	9	-12	13	-8	9	5	-11
O=C(O)CCCCCNCc1c(Cl)cccc1Cl	2	-4	8	-13	-3	2	0	1	-1
O=C(Nc1cnccn1)c1cccs1	4	3	14	-5	6	-4	0	6	12
CC(C)OCc1c(C(=O)OC/C(O)=C(\C#N)c2nc3ccccc3[nH]2)oc2ccccc12	0	-8	7	-8	1	3	1	1	-4
O=C(NCc1cc(Cl)cc(Cl)c1)c1ccc2nc([C@@H]3O[C@H](CO)[C@@H](O)[C@H]3O)[nH]c2c1	0	-1	3	-4	0	-4	0	5	6
COC(=O)C1=C(C)N(C)C(C)=C(C(=O)OC)C1c1ccc(F)c(Br)c1	-11	-6	-10	1	0	-14	-1	6	11
CC(CNC(=O)COc1ccccc1)OC(=O)Nc1ccc(Cl)c(Cl)c1 (stereo unspecified)	0	1	3	5	19	-7	15	26	15
CC(C)CN1C(=O)C(=O)N(CC(=O)N(C)CC(=O)Nc2ccc(F)cc2)C1=O	1	-2	6	-5	13	2	1	-2	2
COc1cccc(C(=O)/C=C/Nc2cc(C)ccc2O)c1	-1	-5	4	-6	9	-8	7	0	2

Compound activity from PubChem.

The list is partial, so the mix of outcomes need not match the whole.
